hcGAS lum – human cGAS inhibition | Q8N884 | recombinant h-cGAS, ATP depletion, Kinase-Glo luminescence | inhibition, % at 12.5 µM | actives 0.081% (n = 290,000) | AID 1259398;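 further: 0% = vehicle reaction and 100% = reaction without DNA for no activity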
Target sequence (Q8N884 whole entry, looked up): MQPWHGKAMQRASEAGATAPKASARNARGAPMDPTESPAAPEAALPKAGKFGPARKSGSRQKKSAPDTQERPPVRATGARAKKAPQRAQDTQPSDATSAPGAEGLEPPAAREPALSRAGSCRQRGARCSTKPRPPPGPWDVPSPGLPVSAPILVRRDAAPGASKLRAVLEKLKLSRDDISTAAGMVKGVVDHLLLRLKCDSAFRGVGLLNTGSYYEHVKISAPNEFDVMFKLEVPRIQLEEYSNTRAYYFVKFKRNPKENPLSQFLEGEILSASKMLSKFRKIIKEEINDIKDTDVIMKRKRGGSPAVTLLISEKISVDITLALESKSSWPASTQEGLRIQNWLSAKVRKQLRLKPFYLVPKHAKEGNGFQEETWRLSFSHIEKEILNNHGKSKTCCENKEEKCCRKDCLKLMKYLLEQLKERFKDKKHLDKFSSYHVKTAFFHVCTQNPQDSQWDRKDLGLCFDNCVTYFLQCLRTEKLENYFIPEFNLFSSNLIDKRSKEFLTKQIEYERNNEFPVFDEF
NPYLR7 ag – activates Aedes aegypti NPYLR7 receptor. HEK293T NPYLR7/Galpha15, GCaMP6s calcium fluorescence. activation, % at 10 µM. actives 0.15% (n = 270,000); in the data active means activation above about 40%;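 further: 0% = vehicle and 100% = reference agonist at the receptor; some compounds past the cut are filed as inactive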
mcGAS lum – mouse cGAS inhibition by luminescence | actives 0.15% (n = 160,000) | recombinant cGAS, Kinase-Glo ATP depletion luminescence | inhibition, % at 12.5 µM | AID 1259399;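 further: 0% = negative control wells and 100% = reference inhibitor with no enzyme activity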
* = called active by the depositor; x = not tested or not shown; & = joins results of further samples. Unless noted, no stated cut-off is given here; in the data, active means inhibition above about 40%; inactive means the rest.

SMILES	hcGAS lum	NPYLR7 ag	mcGAS lum
Cn1ccc2c(-c3nccc(N4CCCC(O)C4)n3)ccnc21 (configuration not stated)	-3	15	x
CCOc1nc2ccccc2nc1N1CCOCC1	-5	3	-7
O=C(Nc1ccc(-c2ccc(N3CCCC3)nn2)cc1)c1ccc(F)c(F)c1	-4	-1	-10
Cc1cc(C)n(C2CCN(C(=O)c3cnn4ccn(C)c34)C2)n1 (configuration not stated)	1	-3	-1
COc1ccccc1CN(C)C(C(=O)N1CCOCC1)c1ccccc1 (configuration not stated)	6	-3	x
COc1ccc(-c2nc(CN(C)C(C)c3cccs3)c(C)o2)c(F)c1 (configuration not stated)	-3	-11	-6
Cc1cc(NC(=O)c2ccc(=O)[nH]c2)ccc1N1CCCC1	-12	8	x
COc1ccc(NC(=O)NCCCn2nc(-c3cccs3)ccc2=O)cc1	-1	-3	x
Cc1nn(C)c2nc(C3CC3)cc(C(=O)NCCC3CCCC3)c12	-6	6	x
Brc1ccc(-c2nc(-c3ccccc3)no2)o1	4	2	x
CCOC(=O)c1c(N=Cc2nc(-c3ccco3)oc2O)sc2c1CCC2	0	-2	0
NC(=O)[C@@H]1Cc2ccccc2CN1c1cc(Cl)nc(N)n1	-6	18	x
COc1cccc(Oc2cc(C(F)(F)F)nc(SCc3cccc(C#N)c3)n2)c1	-3	0	-3
CCCCN(CC(=O)N(CCc1ccc(OC)c(OC)c1)Cc1ccc(C)s1)C(=O)NC1CCCCC1	-8	2	-5
COCCOc1nc(-c2cccc(C(F)(F)F)c2)n(-c2ccc(NC(=O)/C=C/c3ccccc3)cc2)n1	-4	x	-7
CCOc1ccc(-c2ccc(=O)n(CCNS(=O)(=O)c3ccc(OC)cc3OC)n2)cc1	-5	-2	-10
Cc1ccccc1OCC(O)CN(Cc1cccc(Cl)c1)CC1CC(c2ccccc2F)=NO1 (configuration not stated)	5	-2	-2
CCCCn1c(N)c(N(CCOC)C(=O)COC(=O)c2ccc(Cl)s2)c(=O)[nH]c1=O	-4	7	x
CCCCc1ccc(NC(=O)/C=C/c2cnn(C)c2C)cc1	-1	-1	x
CCCCN1CC(c2nc3ccccc3n2CCCCOc2ccccc2)CC1=O (configuration not stated)	-7	-4	-2
O=C(c1ccc(Cl)cc1)N(CCN1CCOCC1)Cc1nccn1Cc1cccc(C(F)(F)F)c1	-3	x	-5
O=C(CCCc1ccccc1)Nc1ccnn1C1CCN(C2CSCCSC2)CC1	-1	20	-1
Cn1c(=O)c2c(nc3n2CC(c2ccccc2)=NN3CCN2CCOCC2)n(C)c1=O	-7	6	-10
Cc1cccc(-n2c(CNC(=O)c3ccc(S(=O)(=O)N(C)C)cc3)nnc2SCC(=O)Nc2ccc(F)cc2)c1	-2	-10	-3
COCCCNC(=O)c1cc(-c2ccc(C)cc2)nc2c1c(C)nn2C1CCS(=O)(=O)C1 (configuration not stated)	-2	3	-7

3 entries from above in another layout:
Molecule: O=C(Nc1ccc(-c2ccc(N3CCCC3)nn2)cc1)c1ccc(F)c(F)c1
  hcGAS lum: -4
  NPYLR7 ag: -1
  mcGAS lum: -10
Molecule: Cc1cc(C)n(C2CCN(C(=O)c3cnn4ccn(C)c34)C2)n1 (configuration not stated)
  hcGAS lum: 1
  NPYLR7 ag: -3
  mcGAS lum: -1
Molecule: COc1ccccc1CN(C)C(C(=O)N1CCOCC1)c1ccccc1 (configuration not stated)
  hcGAS lum: 6
  NPYLR7 ag: -3
  mcGAS lum: x

The results go on:
SMILES	hcGAS lum	NPYLR7 ag	mcGAS lum
CC[C@H](C)C(=O)O[C@H]1CCC=C2C=C[C@H](C)[C@H](CC[C@@H]3C[C@@H](O)CC(=O)O3)[C@H]21	1&-7	-2&5	-3
Cc1cccc(-c2nc(C)c(C(C)C)c(N3CCN(C(=O)COc4ccccc4)CC3)n2)c1	-5	4	-9
CCOc1ccc(CN2CCCn3cccc3C2c2cccc(Oc3ccccc3)c2)cc1 (configuration not stated)	-6	10	-6
Cc1ccc(C)c(-c2ccc(CN(C)C)cn2)c1	-3	-5	x
Cc1ccccc1Sc1ccc(C(=O)O)cc1	0	-4	x
CCN(C(=O)Nc1cccc(C(F)(F)F)c1)C(C)c1nc2ccccc2c(=O)n1-c1ccc(F)cc1 (configuration not stated)	-3	5	x
CCN(Cc1ccc(Cl)c(Cl)c1)C(=O)c1cc(C(N)=O)c[nH]1	-6	-2	x
CCCCc1nc(N2CCN(C(=O)Cc3cccs3)CC2)c2c(C)nn(-c3ccc(F)cc3)c2n1	-2	4	-4
CC(NC(=O)c1cc(-c2ccccc2F)nc2cc(C(C)(C)C)nn12)c1ccccc1 (configuration not stated)	-1	-8	-2
c1ccc(CNc2ncnc3[nH]ncc23)nc1	-1	8	x
COC(=O)[C@@H]1C[C@@H](NC(=O)COc2ccccc2OC)CN1C	-1	5	x
COc1ccc(-c2nc3ccccn3c2NC(=O)c2cc(Cl)cc(Cl)c2)cc1	-2	-2	-6
CCOC(=O)c1ccc(OC2CC3CCC(C2)N3C(=O)c2ccc(CSc3c(F)c(F)cc(F)c3F)cc2)cc1 (configuration not stated)	-2	28	-6
Cc1cc(NC2CCCc3c2cnn3CCO)nc(C)n1 (configuration not stated)	-15	5	x
Cc1ccccc1C1CCCN1C(=O)c1cc(Cn2ccc3ccccc32)[nH]n1 (configuration not stated)	-7	9	-11
CCC(=O)N(CC)Cc1cc(-c2cc(OC)c(OC)c(OC)c2)on1	2	x	1
c1ccc(OCCCCn2nnc3ccccc32)cc1	-7	4	x
CCCN1CCc2[nH]c(=S)[nH]c(=O)c2C1	-4	-7	-6
CCn1nc(C)c(-c2nc3c([nH]2)c(C)nn3-c2ccc(C)cc2)c1C	-3	4	-9
CCOc1nc(-c2ccccc2F)n(-c2ccc(NC(=O)c3ccc(Cl)cc3Cl)cc2)n1	-9	11	-6
Cc1c(C(=O)N2CCCCC2)cnc2c(-c3ccccc3F)cnn12	-3	20	-6
COc1ncccc1CNC(=O)Cc1ccccc1Cl	-10	-1	x
COc1ccc(CC2(CCC(=O)NCc3nc4cc(C(F)(F)F)ccc4n3C)CCC(=O)N2)cc1 (configuration not stated)	-8	13	-9
Fc1ccccc1CCn1ccnc1-c1cnc(N2CCCC2)nc1	-3	0	x
CC(C)N(CC(N)=O)C(=O)c1ccccc1Nc1ccc(F)cc1	-8	-3	-18

Further records
SMILES	hcGAS lum	NPYLR7 ag	mcGAS lum
CN(C)c1cncc(N2CCCC3(CCOC3)C2)n1 (configuration not stated)	3	x	2
CCc1cccc2c(C(CC(=O)NC3CCN(Cc4ccccc4)CC3)c3ccc(Cl)cc3)c[nH]c12 (configuration not stated)	1	5	0
COc1cc(C=C2N=C(c3ccc(F)cc3)OC2=O)cc(OC)c1	-6	6	x
Cc1cccc(CC(=O)NCCc2cc3ccc(C)c(C)c3[nH]c2=O)c1	-12	1	x
Cc1cc(CS(=O)C(C)C(=O)NCc2cccs2)no1 (configuration not stated)	-6	4	x
CC(C)Nc1ncc(C(=O)NC2CC(=O)N(CCc3ccccc3)C2)cn1 (configuration not stated)	-4	8	x
S=c1nc2ncccn2n1CN1CCC(CCc2ccccc2)CC1	-3	-1	-16
COc1cc(CCC(=O)N2CCc3cc([N+](=O)[O-])ccc32)cc(OC)c1OC	0	8	-9
C[C@@H](CO)CCNc1nccc(C2CCCC2)n1	-8	x	-6
CSCCC(=O)N1CCC(c2nccn2C(C)C)CC1	-15	x	-6
CCc1[nH]c2c(CNC(=O)c3ccncc3)cc(C)cc2c1C	-1	x	-13
CC1CCC2(CC1)NC(=O)N(NC(=O)CSc1ncn[nH]1)C2=O (configuration not stated)	-7	2	x
C=CCn1c(SCC(=O)c2c(N)n(C)c(=O)n(C)c2=O)nc2sc3c(c2c1=O)CCCC3	-8	-3	x
O=C(COc1ccccc1)N1CCC(n2c(=O)oc3ccc(F)cc32)CC1	-6	26	-6
O=C(O)c1cc(Oc2ccccc2)ccc1O	-3	-1	x
O=S(=O)(Nc1ccccc1)c1ccc(-c2ccc(S(=O)(=O)Nc3ccccc3)cc2)cc1	-9	3	x
O=C(NCCN1C(=O)CSC1=O)NCc1csc(C2CC2)n1	-16	-6	x
CCCCc1ccc(CC(=O)N2CCC(CC(N)=O)CC2)cc1	-9	13	-15
COc1ccc(C(=O)NCc2cccnc2N(C)Cc2ccccc2)o1	-12	7	x
Cc1ccc(-n2nc(C(=O)N3CCOCC3)c(=O)n(Cc3cccc(Cl)c3)c2=O)cc1F	1	-2	1
CN(C(=O)CCC(=O)Nc1nncs1)C1CCCCCC1	-4	-4	-15
Cc1ccc(C)c2c(C)c(C(=O)N3CCC4(CCCN(CC5CC5)C4)C3)[nH]c12 (configuration not stated)	-8	17	-10
O=C(CCN1CCCCO1)NCCc1cnc[nH]1	-7	6	x
Cc1ccccc1CNC(=O)CSc1n[nH]c(=O)n1Cc1ccccc1	-10	7	-8
O=c1c2ccccc2nnn1CO	5	-1	x

Just hcGAS lum and mcGAS lum, for 2 of the compounds above:
Compound	hcGAS lum	mcGAS lum
COc1cc(C=C2N=C(c3ccc(F)cc3)OC2=O)cc(OC)c1	-6	x
Cc1cccc(CC(=O)NCCc2cc3ccc(C)c(C)c3[nH]c2=O)c1	-12	x

Next results
SMILES	hcGAS lum	NPYLR7 ag	mcGAS lum
Cc1ccc(CN(CCc2ccccc2)C(=O)CN(CC2CC2)S(=O)(=O)c2ccc(Cl)cc2)o1	-10	18	-5
O=C(CC1(O)C(=O)Nc2ccccc21)c1ccccn1 (configuration not stated)	8	-1	x
Cc1nn(-c2ccccc2)cc1C(=O)N(CC(N)=O)Cc1ccccc1	-4	10	x
Cc1cccc(CC(=O)Nc2cc(C)nn2-c2nc(C)cc(=O)[nH]2)c1	-4	8	-5
O=C(Nc1ccc(Nc2cc(-n3cccn3)ncn2)cc1)C1CCCC1	3	-8	-2
COc1ccccc1NC(=O)c1ccc(NC(=O)C(C)N2CCC(C)CC2)cc1 (configuration not stated)	-4	-4	x
N#CCSc1nc(NCC2CCCO2)c2ccccc2n1 (configuration not stated)	-9	2	x
O=[N+]([O-])c1ccc(Oc2ccc([N+](=O)[O-])cc2)cc1	-3	0	x
CCOC(=O)NC1(C(F)(F)F)NC(=O)N(c2ccc(F)c(Cl)c2)C1=O (configuration not stated)	-3	-3	x
Cc1ccc(N(C)CC(O)COCc2ccccc2F)c(C)c1 (configuration not stated)	-7	6	x
C=CCn1c(=C(C#N)C(=O)N2CCCC2)sc(=Cc2cccs2)c1=O	-3	10	-4
CCn1c(C2CC(=O)N(c3cc(Cl)ccc3OC)C2)nc2ccccc21 (configuration not stated)	-5	-1	-8
COc1cc(C(C)=O)ccc1O	4	-4	0
Cc1ccc(C(=O)NC(C(=O)NCc2ccco2)C2CCN(C(=O)C3CCCC3)CC2)cc1 (configuration not stated)	-7	8	-7
CCCC(=O)N1CCC1(C)C(=O)Nc1ccccc1C(C)(C)C (configuration not stated)	-14	1	-9
CCOC(=O)Cc1c(C)nc2ncnn2c1N1CCN(C(=O)c2c(-c3ccccc3)noc2C)CC1	-1	22	-6
O=c1n(CCOc2ccccc2)nc(C2CCNCC2)n1-c1ccccc1	-8	0	x
O=C(Nc1cccc(C2SCC(=O)N2c2ccc3c(c2)OCO3)c1)c1cccs1 (configuration not stated)	-2	5	-3
CC(C)NC(=O)c1ccc(NC(=O)OC(C)(C)C)cc1	-9	2	x
NCCCNCCCCNCCCN	14	4	-5
COc1ccc(N2CCC(NCCN(C)S(C)(=O)=O)CC2)cc1	-8	22	-18
CCOC(=O)NC[C@H](Cc1ccc(OCCc2nc(-c3ccccc3)oc2C)cc1)N/C(C)=C\C(=O)c1ccc(C(F)(F)F)cc1	-5	4	x
Cc1ccc(C(=O)c2ccccc2C(=O)N2CCC(CN)C2)cc1 (configuration not stated)	-7	5	-12
O=C(c1cccs1)N1CCN(C(=O)c2cccs2)CC1	-4	0	-3
CC1(C(=O)NS(=O)(=O)c2cccc(F)c2)CCN1C(=O)C1(c2ccccc2)CCCC1 (configuration not stated)	-10	2	x

Laid out differently: entries from further up
> O=c1n(CCOc2ccccc2)nc(C2CCNCC2)n1-c1ccccc1
  hcGAS lum = -8
  NPYLR7 ag = 0
  mcGAS lum = x
> O=C(Nc1cccc(C2SCC(=O)N2c2ccc3c(c2)OCO3)c1)c1cccs1 (configuration not stated)
  hcGAS lum = -2
  NPYLR7 ag = 5
  mcGAS lum = -3
> CC(C)NC(=O)c1ccc(NC(=O)OC(C)(C)C)cc1
  hcGAS lum = -9
  NPYLR7 ag = 2
  mcGAS lum = x
> NCCCNCCCCNCCCN
  hcGAS lum = 14
  NPYLR7 ag = 4
  mcGAS lum = -5

Going on with the list:
SMILES	hcGAS lum	NPYLR7 ag	mcGAS lum
CCN(Cc1nc2cc(Cl)ccc2c(=O)[nH]1)C(=O)C(C)Oc1ccc(Cl)cc1 (configuration not stated)	-6	-1	x
CN(Cc1ccccc1)C(=O)c1nc2ccccn2c1CNCCN1CCNC1=O	-7	5	x
O=C(c1ccc2c(c1)OCO2)C1CCCN(C2C3CC4CC(C3)CC2C4)C1 (configuration not stated)	-2	7	-9
CCOC(=O)C1CCN(C(=O)c2ccc(CSc3nc(N(C)Cc4ccccc4)cc(C(F)(F)F)n3)cc2)CC1	-4	11	-5
Cc1nc(=O)[nH]c(C)c1CCC(=O)NC(C)c1cnn(C)c1 (configuration not stated)	-9	-4	x
COc1cc2[nH]c(=O)c(CN3C[C@@H](C)O[C@@H](C)C3)cc2c(OC)c1OC	-6	x	-14
CCc1nn2c(nnc3c(=O)n(-c4cccc(Cl)c4)ccc32)c1-c1ccccc1	-3	4	x
Cc1cccc(C(C(=O)N(C)Cc2ccco2)N(C)C)c1 (configuration not stated)	-7	9	-10
CCC(C)c1ccccc1OCC(=O)NNC(=O)c1cccnc1 (configuration not stated)	-5	3	-8
COc1cc(Cl)ccc1C(=O)NCC1CCCN(C)C1 (configuration not stated)	-3	10	-19
